# APJ antag: antagonists of human apelin receptor APJ, primary screen, CHO-K1 cells, beta-arrestin complementation, luminescence | 330,000 tested, 0.32% active | P35414 | inhibition, % at 20 µM;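 active = inhibition above about 40% at 20 µM, limit read from the data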;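 note: cells challenged with 10 nM apelin-13 agonist together with compound; plate controls were apelin-13 plus DMSO wells for no effect and DMSO wells lacking apelin-13 for full effect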
# Target sequence (P35414 whole entry, looked up): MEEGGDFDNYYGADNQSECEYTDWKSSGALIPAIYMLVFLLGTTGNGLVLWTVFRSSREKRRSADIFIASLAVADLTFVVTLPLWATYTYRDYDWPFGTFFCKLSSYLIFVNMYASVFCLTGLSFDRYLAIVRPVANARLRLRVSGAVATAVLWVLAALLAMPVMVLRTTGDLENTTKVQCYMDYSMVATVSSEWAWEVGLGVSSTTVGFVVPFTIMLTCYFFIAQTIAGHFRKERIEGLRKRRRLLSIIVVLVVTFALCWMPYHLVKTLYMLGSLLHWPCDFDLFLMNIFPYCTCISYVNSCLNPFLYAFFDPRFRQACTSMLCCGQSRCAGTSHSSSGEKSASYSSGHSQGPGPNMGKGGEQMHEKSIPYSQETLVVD
# tim10-1 inh: growth inhibitors of tim10-1 mutant yeast, primary screen, luminescence, uHTS; S. cerevisiae tim10-1 ts strain growth, BacTiter-Glo, 24 h; inhibition, % at 20 µM; 330,000 tested, 2.2% active; AID 463190, 2010;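 active = inhibition of at least 40%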;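 note: mutant grown at 25 °C; 0% = DMSO wells with yeast and 100% = wells holding no yeast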
# TIM10 inh: growth inhibitors of isogenic TIM10 control yeast, primary screen, counter-screen for tim10-1 yeast inhibitor project, luminescence, uHTS. 330,000 tested, 1.4% active. S. cerevisiae TIM10 strain growth, BacTiter-Glo luminescence, 24 h. inhibition, % at 10 µM;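 active = inhibition of 40% or more at the single tested concentration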;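 note: wild-type TIM10 isogenic control strain grown at permissive 25 °C; 0% = DMSO yeast wells and 100% = minimal medium wells without yeast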
# APJ agonist: agonists of human apelin receptor APJ, primary screen, CHO-K1 cells, PathHunter beta-arrestin, luminescence. activation, % at 20 µM. 330,000 tested, 0.11% active. 0% DMSO wells, 100% apelin;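 active = activation more than six SD over the plate average, tested at 20 µM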;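 note: 0% = DMSO alone and 100% = apelin-13 at 10 nM; some results filed as inactive read as strong as hits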
#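 Assay system: engineered CHO-K1 APJ arrestin reporter cells; Amount: 1000 CHO-K1 reporter cells seeded per well; Dosing: one dose, 20 µM compound, 1% DMSO; Times: compound stimulation 90 min at 25 °C, detection 60 min; Measured by: luminescent beta-gal fragment complementation, chemiluminescent substrate; Read-out: APJ–arrestin association signal; Controls: DMSO vs Apelin-13 10 nM.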
# NLRP3 yeast inh: NALP3 inflammasome inhibitors in reconstituted yeast, primary screen, luminescence, uHTS; Yeast reconstituted NLRP3/ASC/caspase-1, beta-gal luminescence, 24 h; inhibition, % at 10 µM; 330,000 tested, 0.39% active;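 active = inhibition of 50% or more; inactive = inhibition below 50%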;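 note: plate controls were induced DMSO wells for no effect and uninduced yeast grown without galactose for full effect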
# MPTP block: mitochondrial permeability transition pore inhibitors, primary screen, biochemical, isolated mouse mitochondria, absorbance; inhibition, % at 10 µM; Ca2+ swelling absorbance, 30 min; 360,000 tested, 1.4% active;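 active = inhibition of 50% or more, scaled per plate between neutral and stimulator controls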;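 note: 0% = DMSO wells given calcium and 100% = 1 mM EGTA wells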
# tim23-1 inh: growth inhibitors of tim23-1 mutant yeast, primary screen, luminescence, uHTS | S. cerevisiae tim23-1 growth, BacTiter-Glo luminescence, 24 h | inhibition, % at 20 µM | AID 463212, 2010 | 330,000 tested, 1.3% active;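 active = growth inhibition of the mutant yeast at or above 50%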;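 note: temperature-sensitive mutant grown at 25 °C; plate controls were DMSO-treated mutant yeast for no effect and medium wells lacking yeast for full effect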
# NR3A LBD binder: binders of NR3A ligand-binding domain, primary screen, biophysical, differential scanning fluorimetry, uHTS; Glutamate receptor ionotropic, NMDA 3A (GRIN3A) ligand-binding domain; Tm shift relative to glycine control, % at 25 µM; NR3A LBD differential scanning fluorimetry, Tm shift; 0% = protein alone, 100% = glycine-bound protein; 340,000 tested, 2.5% active;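 active = melting temperature shift of at least 10% of the positive control shift, at one fixed dose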
# MIN6 prolif: inducers of MIN6 beta-cell proliferation, primary screen, ATP luminescence, uHTS. 330,000 tested, 0.29% active. proliferation, % at 10 µM. MIN6 cells proliferation, ATPlite luminescence, 48 h; cells starved in 0.2% serum; 100% = growth in 10% serum;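 active = compounds whose signal lies at least 3.5 SD above the mean of all wells on their plate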;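 note: 0% = DMSO-treated cells in low-serum medium and 100% = 10% serum control; some compounds called inactive have numbers as strong as hits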
# Starred values were filed as active, the others as inactive; / = not tested or not shown.
# Start of the data: the first 6 compounds (preview)
nr	canonical_smiles	APJ antag	tim10-1 inh	TIM10 inh	APJ agonist	NLRP3 yeast inh	MPTP block	tim23-1 inh	NR3A LBD binder	MIN6 prolif
1	CC(=O)N1c2ccc(S(=O)(=O)NCCC(=O)Nc3ccc(F)cc3C)cc2CC1C (stereo not drawn)	10	-14	5	9	3	1.3	3	9	3
2	CCc1ccccc1NC(=S)N(CCN1CCCCCC1)Cc1ccco1	3	20	-1	-1	0	0.2	16	0	-3
3	Cc1noc(NC(=O)c2cccc(C(F)(F)F)c2)c1Cl	4	12	-11	0	14	-0.2	17	-5	-1
4	Nc1nc(Cl)cc(NCCc2ccccc2)n1	4	16	23	-3	5	/	3	/	7
5	O=C(c1ccccc1F)N1CCCC(C(=O)N2CCN(c3ccccc3)CC2)C1 (stereo not drawn)	22	-2	4	2	16	2.4	0	-1	-3
6	Nc1ccccc1-n1c(=O)n(Cc2ccccc2F)c(=O)c2[nH]cnc21	-1	12	4	-5	14	1.0	6	0	-1

# This part in full, from the first entry:
nr	canonical_smiles	APJ antag	tim10-1 inh	TIM10 inh	APJ agonist	NLRP3 yeast inh	MPTP block	tim23-1 inh	NR3A LBD binder	MIN6 prolif
1	CC(=O)N1c2ccc(S(=O)(=O)NCCC(=O)Nc3ccc(F)cc3C)cc2CC1C (stereo not drawn)	10	-14	5	9	3	1.3	3	9	3
2	CCc1ccccc1NC(=S)N(CCN1CCCCCC1)Cc1ccco1	3	20	-1	-1	0	0.2	16	0	-3
3	Cc1noc(NC(=O)c2cccc(C(F)(F)F)c2)c1Cl	4	12	-11	0	14	-0.2	17	-5	-1
4	Nc1nc(Cl)cc(NCCc2ccccc2)n1	4	16	23	-3	5	/	3	/	7
5	O=C(c1ccccc1F)N1CCCC(C(=O)N2CCN(c3ccccc3)CC2)C1 (stereo not drawn)	22	-2	4	2	16	2.4	0	-1	-3
6	Nc1ccccc1-n1c(=O)n(Cc2ccccc2F)c(=O)c2[nH]cnc21	-1	12	4	-5	14	1.0	6	0	-1
7	CCN(CC)C(=O)c1[nH]cnc1C(=O)NC1CCN(C(=O)OC(C)(C)C)CC1	7	1	4	-2	2	0.4	-17	0	-1
8	CC(=O)/C(=N\Nc1ccccc1)Sc1cccc2cccnc12	15	15	13	-4	2	0.4	27	-4	-2
9	Cc1nc(SCCOc2ccccc2)[nH]c(=O)c1Cc1ccccc1	10	5	5	-1	0	0.8	-6	7	-2
10	Cn1c(NC(=O)c2ccco2)cc(=O)n(C)c1=O	-1	-6	2	1	2	0.4	10	1	1
11	CN(C)S(=O)(=O)c1cccc(NC(=S)NN=C(Cc2ccccc2)Cc2ccccc2)c1	-13	44*	22	1	10	3.9	41	-9	0
12	CCC(C)NC(=O)C(Cc1ccccc1)NS(=O)(=O)c1ccc2c(c1)CCC(=O)N2 (stereo not drawn)	36	-6	-6	0	8	0.2	-12	2	-3
13	CCOc1cc(C(=O)O)cc(Cl)c1OCC#N	8	17	12	1	26	0.3	14	-2	2
14	COc1cc(C(C(=O)NC(C)(C)C)N(Cc2ccccc2)C(=O)c2cnccn2)cc(OC)c1OC (stereo not drawn)	18	20	18	-2	-1	-0.3	12	-9	1
15	CCC(=O)NNC(=O)c1cc(COc2cc(Cl)cc(Cl)c2)on1	-4	10	-5	-1	16	0.3	13	0	1
16	CN1C(=O)NC(c2ccccc2)C2=C1CN(Cc1ccccc1)C2=O (stereo not drawn)	-23	29	-3	-3	0	/	1	/	-3
17	COc1ccc(-c2csc(/C(C#N)=C(\O)CSc3nccn3C)n2)cc1OC	-11	17	6	-2	13	0.6	17	-2	3
18	CCOc1ccccc1C(=O)Nc1cnn(Cc2ccc(F)cc2)c1	-10	21	15	0	33	-0.7	40	-2	0
19	CCOCCCNCC(O)c1ccccc1 (stereo not drawn)	2	3	2	-1	6	0.5	0	0	0
20	COc1nc(NC(C)(C)C)nc(Oc2ccc(=O)n(-c3ccccc3)n2)n1	-13	20	2	-3	19	0.8	15	-2	0
21	COc1ccc(-c2cc(C(=O)N3CC(C)CC(C)C3)c3ccccc3n2)cc1 (stereo not drawn)	-45	36	18	-6	27	0.6	31	0	-5
22	Cc1ccccc1C(=O)OC(C)CN1CCOCC1 (stereo not drawn)	11	3	5	-5	-4	1.0	6	0	0
23	C=CCNC(=O)COC(=O)c1cc(S(=O)(=O)N2CCOCC2)ccc1N1CCCCC1	0	3	10	4	16	-1.5	12	4	0
24	COC(C(=O)NNC(=O)Cc1ccc(Cl)cc1)c1ccccc1 (stereo not drawn)	-11	-12	-27	2	22	0.8	2	1	-1
25	NCCN1CCN(CC(=O)N2c3ccccc3C(=O)Nc3cccnc32)CC1	-5	-7	0	-4	12	0.2	13	5	-2

# Ordered by value in NLRP3 yeast inh (high to low): 3 of the compounds above
no.	Compound	APJ antag	NLRP3 yeast inh	MPTP block	NR3A LBD binder
15	CCC(=O)NNC(=O)c1cc(COc2cc(Cl)cc(Cl)c2)on1	-4	16	0.3	0
25	NCCN1CCN(CC(=O)N2c3ccccc3C(=O)Nc3cccnc32)CC1	-5	12	0.2	5
7	CCN(CC)C(=O)c1[nH]cnc1C(=O)NC1CCN(C(=O)OC(C)(C)C)CC1	7	2	0.4	0

# Other results
nr	canonical_smiles	APJ antag	tim10-1 inh	TIM10 inh	APJ agonist	NLRP3 yeast inh	MPTP block	tim23-1 inh	NR3A LBD binder	MIN6 prolif
26	Cc1ccc(S(=O)(=O)NCCCNS(=O)(=O)c2ccccc2Br)cc1	/	-2	-19	/	/	1.0	22	3	/
27	CC1CCCCC12NC(=O)N(CC(=O)NCCc1ccc(F)cc1)C2=O (stereo not drawn)	-6	0	-1	-3	3	-0.4	0	1	-3
28	O=C(O)/C=C/c1cn(Cc2ccccc2)nc1-c1cccs1	9	10	12	-2	7	-0.9	-8	0	-2
29	CCN(CC)S(=O)(=O)c1ccc(C(=O)NCCCn2ccnc2)cc1	-3	-2	-7	-3	15	1.2	4	0	0
30	COc1cc2c3c(c1OC)C1(C=CC(=O)C=C1)CC3N(C(C)=O)CC2 (stereo not drawn)	4	-2	3	1	2	-0.4	6	-5	0
31	CCS(=O)(=O)N1CCN(c2cc3c(cc2[N+](=O)[O-])n(C)c(=O)n3C)CC1	-3	11	12	0	12	-1.3	-1	0	1
32	O=[N+]([O-])c1ccc(-c2cnc(SCc3ccccc3Cl)[nH]2)cc1	2	31	37	-6	18	37	43	13*	-5
33	Cc1ccc(-c2nc(C(=O)NCCCN3CCOCC3)cc3c2[nH]c2ccccc23)cc1	-20	40*	18	0	-1	-1.4	26	-4	-6
34	COC(=O)c1sc(N)nc1C(C)(C)C	5	1	5	3	0	2.9	17	0	-1
35	CCOc1cc(C(=O)OCC(=O)Nc2ccc(SC(F)F)cc2)cc(OCC)c1OCC	12	7	12	-3	10	50*	8	-2	-4
36	CCCCn1c(O)c(N=NC(=O)Cn2c(C(F)(F)F)nc3ccccc32)c2ccccc21	-9	-3	7	2	7	3.4	-28	0	-2
37	CC1=CN2C(=NC(=O)CC2(C)C(=O)N(CC(=O)NC2CCCC2)Cc2ccc(Cl)cc2)C=C1 (stereo not drawn)	0	-11	7	1	5	-1.7	6	-1	1
38	CCOC(=O)c1nnn(-c2nonc2N)c1CN(CC)CC	3	17	3	1	15	-0.2	12	-1	0
39	COc1cc(C(=O)OCCCOC(=O)c2cc(OC)c(OC)c(OC)c2)cc(OC)c1OC	13	22	12	-7	2	-0.7	16	0	-1
40	CCC1=C(OC(=O)N(CC)CC)N2C(=O)OC(=NCC3CC3)[C@]2(C)[C@H]2C1=CC[C@H]1C(=O)N(CC)C(=O)[C@H]12	3	10	-3	6	12	0.0	1	-1	0
41	Cc1ccc(OCC(=O)Nc2ccc(S(=O)(=O)N3CCOCC3)cc2)c([N+](=O)[O-])n1	-6	16	11	-1	-1	-1.8	8	3	3
42	O=C(/C=C/c1cccc([N+](=O)[O-])c1)NCCN1CCOCC1	-2	-13	-12	-2	12	-0.6	3	-3	1
43	CC(=O)N/N=C(\C)c1cccc(NC(=O)c2cccs2)c1	9	-4	1	0	-6	-1.2	3	-14	-1
44	O=C(Cn1ccc([N+](=O)[O-])n1)N1CCCCCC1	2	9	-1	-1	16	0.6	10	0	-5
45	CCOC(=O)C1(C(F)(F)F)N=C(C(F)(F)F)Nc2ccc(F)cc21 (stereo not drawn)	-3	7	2	-3	-9	4.5	-4	-2	0
46	CC(C)CN1C(=O)c2ccc(C(=O)Nc3ccccn3)cc2C1=O	-5	6	27	-3	20	0.5	-9	-1	0
47	CC(C)n1c(SCC(=O)Nc2nncs2)nnc1-c1ccco1	-61	-15	2	0	17	/	3	1	5
48	O=C(NNC(=O)C1C2C=CC(C2)C1C(=O)O)c1ccccc1O (stereo not drawn)	10	-3	-1	-1	13	-0.9	-1	1	0
49	COc1ccc(NC(=O)C2CCCN(S(=O)(=O)c3c(C)n[nH]c3C)C2)cc1OC (stereo not drawn)	12	6	0	-2	9	-2.6	8	-1	-3
50	CC(C)NC(=O)NC(=O)COC(=O)c1ncc(Cl)c(Cl)c1Cl	2	7	3	-2	11	-1.0	2	-2	-1
51	Cc1cccc(C(=O)N[C@H](C(=O)Nc2nc3ccc(S(C)(=O)=O)cc3s2)C(C)C)c1	-5	19	1	-4	1	-0.7	9	-6	-3
52	CC(=O)Nc1ccc2c(c1)nc1n2CCSC1	13	2	-9	-5	-7	-0.3	24	0	2
53	CC(=O)N(CN1C(=O)CCC1=O)c1ccc(Cl)c(Cl)c1	11	-11	-2	-4	8	-0.1	-3	0	-2
54	COc1cccc(C(=O)Nc2ccc(F)c(F)c2F)c1	3	20	-7	2	-3	0.3	16	2	0
55	CC(C)c1ccc(C2(C)NC(=O)N(CC(=O)NC3(C#N)CCCC3)C2=O)cc1 (stereo not drawn)	21	-11	6	-4	12	-2.4	-3	0	1
56	O=C(CC(O)(c1ccccc1)C(F)(F)F)c1cccs1 (stereo not drawn)	-12	11	-6	-2	20	0.5	10	0	-2
57	CC(C)CC(C(=O)NC1CCCC1)N(Cc1cccs1)C(=O)c1snc(C(N)=O)c1N (stereo not drawn)	-22	25	23	1	2	-1.2	33	-3	1
58	CCCC(=Nc1ccc(N)cc1)C1=C(O)C(C(=O)OC)C(C)(C)CC1=O (stereo not drawn)	-23	11	10	2	3	1.1	16	1	-5
59	CC1(C)Cc2c(ccc3ccccc23)C(NNC(=O)c2cccnc2)=N1	27	1	1	-7	5	0.6	10	1	1
60	C=CC[N+](C)(C)CCCNC(=O)/C=N/O	-6	8	-16	1	6	4.7	38	-10	0
61	CC[n+]1c(/C=C/N(C)c2ccccc2)oc2ccc(F)cc21	-11	14	-13	2	-12	-11	-3	-2	0
